Tb PYK inh = T. brucei pyruvate kinase inhibition; hit rate 0.12% among 410,000; TbPYK enzyme, Kinase-Glo Plus ATP luminescence, 45 min; Potency, µM (titrated, usually from 76.8 µM), inactives show top-dose activity, negative = inhibition, actives largely listed as inhibitors; Q57TT1; active = well fitted inhibition curve with a large enough effect; inconclusive = small, poorly fitted or top-dose-only effect; also: nearly all actives have a fitted effect of over 50% in size
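TbPYK + substrate in 50 mM TEA pH 7.2, 100 mM KCl, 10 mM MgCl2, 0.05% BSA, 0.01% Tween-20; cpd pinned; ADP 130 uM final; 45 min RT; Kinase-Glo Plus 10 min; luminescence endpoint.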
An asterisk follows results filed as active; ? = inconclusive; [ ] = another dose, or the depositor's remark. % is scaled to controls: 0 for no effect and ±100 for the full control effect; potency is read from the fitted curve at half-maximal effect. Only part of the results is shown, so the mix of outcomes need not match the whole.

SMILES	Tb PYK inh
COc1cc2nc(NC(=O)c3ccc(S(=O)(=O)N4CCc5ccccc54)cc3)sc2cc1OC	-12%
CCOC(=O)c1c(-c2ccc(OC)c(OC)c2)csc1NC(=O)c1ccccc1F	-2%
O[C@@H]1CN(CC2CCCCC2)[C@@H](c2ccc(Cl)cc2)C[C@H]1n1cc(C2CC2)nn1	0%
O=C(C[C@@H]1C[C@H]2c3cc(NC(=O)Nc4ccccc4F)ccc3O[C@H]2[C@H](CO)O1)NCC(F)(F)F	-6%
CCOc1ccc(CNC(=O)c2ccc3nc(CC)c(CC)nc3c2)cc1OC	-8%
O=C(CSc1nccn1-c1ccc(F)cc1)Nc1nc2ccccc2s1	6%
c1ccc(CNc2nc3c(-c4ccccc4)nnn3c3ccccc23)cc1	-1%
CCCCn1nnnc1C1(C)CCC(=O)N1Cc1ccc(OC)cc1 (stereo not drawn)	2%
CCOc1ccc(CC(=O)NCCc2sc3nc(-c4ccc(F)cc4)nn3c2C)cc1	-2%
COc1cccc(CNC(=O)Cn2c(=O)c3cccn3c3ccc(F)cc32)c1OC	1%
CCn1c(=O)n(CC)c2cc(N3CCCCC3)c(NC(=O)Nc3ccccc3C(F)(F)F)cc21	1%
CC(C)(C)c1ccc(C(=O)Nc2ccc(-c3nc4cc(Cl)ccc4o3)cc2)cc1	-10%
Cc1ccc(Cl)cc1N1CCN(CCCNc2ncnc3onc(-c4ccc(Cl)cc4)c23)CC1	-4%
Cc1cc(-n2c(C)nc3ccccc3c2=O)ccc1NC(=O)c1ccc([N+](=O)[O-])cc1	-1%
CCOc1ccccc1C=C1SC(=S)NC1=O	2%
COc1ccc(CNC(=O)c2cc(C3CC3)nc3c2c(C)nn3-c2cccc(Cl)c2C)cc1	2%
CCc1ccc(NC(=O)CSc2nc3c(sc4ccccc43)c(=O)n2CCCOC)cc1	4%
COc1ccc(-c2c3c(=O)n(C)c(=O)n(C)c3c3n2-c2ccccc2NC3c2ccccc2OC)cc1 (stereo not drawn)	-4%
O=C(Cc1cccc([N+](=O)[O-])c1)Nc1ccccc1	4%
CCOC(=O)c1ccc(N2C(=O)c3n[nH]c(-c4cccs4)c3C2c2ccc(C)cc2)cc1 (stereo not drawn)	3%
CCCCNC(=O)CCc1c(C)nc2cc(-c3ccccc3)nn2c1C	-3%
CCOc1ccc(CNC(=O)CCCn2c(=O)c3cccn3c3ccc(F)cc32)cc1	0%
CC1(C(=O)NS(=O)(=O)c2cccc(Cl)c2)CCN1C(=O)c1cccc2ccccc12 (stereo not drawn)	-4%
CC1COc2c3ccccc3nn21 (stereo not drawn)	-13%
COC1CCC2(C)C(=CCC3C4CC(O)CC4(C)CCC32)C1 (stereo not drawn)	-3%
The listing continues.
SMILES	Tb PYK inh
CC(C)Oc1ccc(CNC(=O)Cc2ccc(NC(=O)N3CCSc4ncccc43)cc2)cc1	-1%[15.4 µM]
Cc1cccc(N(C)C(CNS(=O)(=O)c2ccccc2)c2ccccc2)c1 (stereo not drawn)	3%
CC1=C(c2ccc(Cl)cc2)S(=O)(=O)N=C1N1CCN(c2cc(C)ccc2C)CC1	0%
CCOc1ccc(CNC(=O)c2cccn2-c2nnc(N3CCCCC3)s2)cc1OC	-7%
CCOC(=O)N1CCc2c(sc3c2c(=O)n(-c2ccc(CC)cc2)c(=O)n3Cc2ccc(F)cc2Cl)C1	0%
C=C(c1ccc2nc(NC(=O)OC)[nH]c2c1)c1cccs1	-5%
[O-][n+]1cccc2cccc(O)c21	-6%
Cn1c(=O)c2cc(NC(=O)NCCc3cccs3)ccc2n1Cc1cccc(C(F)(F)F)c1	0%
Cn1c(=O)c2c([nH]c(=O)n2C)n(Cc2ccccc2)c1=O	-8%
CCCOc1ccc(C2c3c(oc4ccccc4c3=O)C(=O)N2c2ccc(C)cn2)cc1OCC (stereo not drawn)	0%
CCOCCCNC(=O)C(=O)Nc1c2c(nn1-c1ccccc1)CSC2	-2%
Cc1ccc(S(=O)(=O)CCC(=O)OCC(=O)N(C)Cc2ccccc2)cc1	-5%
c1ccc(COc2ccc(-c3cc4nc(NCCOc5ccccc5)ccn4n3)cc2)cc1	2%
O=c1[nH]c2cc([N+](=O)[O-])cc(Cl)c2c2ccccc12	3%
CCOC(=O)c1c(C)oc2nc(C)nc(NCCc3ccc(OC)c(OC)c3)c12	2%
COC(=O)c1c(N)n(-c2ccc(OC)c(Cl)c2)c2nc3ccccc3nc12	-2%
COc1ccc(Cl)cc1C=CC=NNC(=O)c1ccncc1	0%
CC1CCN(c2nc(-c3ccc(Br)cc3)nc3ccccc23)CC1	2%
COCCCNC(=O)C1CCN(Cc2cc3ccccc3n2Cc2cccc(Cl)c2)CC1	3%
Cc1ccc(C(=O)Nc2c(-c3ccccc3)nc3ccccn23)cc1C	-9%
Cc1[nH]c2ccccc2c1C(=O)C(=O)NCc1nnnn1-c1ccc(F)c(F)c1	0%
COc1ccc(NC(=O)C2(C)CCN2Cc2ccc(C(C)C)cc2)cc1OC (stereo not drawn)	-7%
Cc1ccccc1Cn1ccn(-c2ccc(F)c(F)c2)c(=O)c1=O	2%
Cc1cc(/C=C2/C(=N)N3C(c4ccccc4)=CSC3=NC2=O)c(C)n1-c1ccc(Cl)cc1	-1%
CCOC(=O)C1=CCN(S(=O)(=O)c2ccc(Br)cc2)C1c1ccccc1 (stereo not drawn)	4%

Among those listed so far, 12 have an aryl methoxy group.
SMILES	Tb PYK inh
COc1cc2nc(NC(=O)c3ccc(S(=O)(=O)N4CCc5ccccc54)cc3)sc2cc1OC	-12%
CCOC(=O)c1c(-c2ccc(OC)c(OC)c2)csc1NC(=O)c1ccccc1F	-2%
CCOc1ccc(CNC(=O)c2ccc3nc(CC)c(CC)nc3c2)cc1OC	-8%
CCCCn1nnnc1C1(C)CCC(=O)N1Cc1ccc(OC)cc1 (stereo not drawn)	2%
COc1cccc(CNC(=O)Cn2c(=O)c3cccn3c3ccc(F)cc32)c1OC	1%
COc1ccc(CNC(=O)c2cc(C3CC3)nc3c2c(C)nn3-c2cccc(Cl)c2C)cc1	2%
COc1ccc(-c2c3c(=O)n(C)c(=O)n(C)c3c3n2-c2ccccc2NC3c2ccccc2OC)cc1 (stereo not drawn)	-4%
CCOc1ccc(CNC(=O)c2cccn2-c2nnc(N3CCCCC3)s2)cc1OC	-7%
CCOC(=O)c1c(C)oc2nc(C)nc(NCCc3ccc(OC)c(OC)c3)c12	2%
COC(=O)c1c(N)n(-c2ccc(OC)c(Cl)c2)c2nc3ccccc3nc12	-2%
COc1ccc(Cl)cc1C=CC=NNC(=O)c1ccncc1	0%
COc1ccc(NC(=O)C2(C)CCN2Cc2ccc(C(C)C)cc2)cc1OC (stereo not drawn)	-7%

Carrying on.
SMILES	Tb PYK inh
COc1cc2c(cc1OC)C1c3ccc(OC)c(OC)c3OCC1(O)C2 (stereo not drawn)	-6%
CCN(C(=O)COC(=O)c1ccccc1Nc1ccccc1)c1c(N)n(Cc2ccccc2)c(=O)[nH]c1=O	0%
Cc1ccc(NC(=O)CCc2c(C)nc3nc(C)nn3c2C)c(Cl)c1	0%
CSc1ccc(CCNC(=O)CCn2c(=O)c3cccn3c3ccc(F)cc32)cc1	-1%
CC1=C(C(=O)N2CCCCCC2)CC(CC(=O)NCCc2ccccn2)C(=O)N1Cc1ccccc1 (stereo not drawn)	10%
Cc1sc2c(c1C)c(=O)n(-c1cccc(C(F)(F)F)c1)c(=O)n2Cc1ccc(F)cc1	-2%
O=C(Nc1ccc(Cl)cc1Cl)c1cc(S(=O)(=O)NCc2ccc3c(c2)OCO3)ccc1F	2%
Cc1cccc(NC(=O)C2CC3CCC2C3)c1C (stereo not drawn)	0%
Cc1sc(NC(=O)CSc2n[nH]c(N)n2)c(C#N)c1C	-13%
COc1ccc(OC)c(CNc2ncnc3onc(-c4ccc(Cl)cc4)c23)c1	-5%
CCC(C)n1c(SCc2c(F)cccc2Cl)nc2ccsc2c1=O (stereo not drawn)	3%
COc1ccc(C2Nc3ccccc3-n3c(-c4ccccc4)c4c(=O)n(C)c(=O)n(C)c4c32)cc1 (stereo not drawn)	-2%
CC(=O)Nc1ccc2c(c1)-c1ccc(F)cc1C2=O	4%
O=C(CC[C@H]1O[C@@H](n2ccc(=O)[nH]c2=O)[C@H](O)[C@@H]1O)N[C@@H](Cc1ccccc1)C(=O)NCC1CCCCC1	2%
COc1ccccc1NC(=O)C1=C(C)Nc2nc(SCc3ccccc3)nn2C1c1cccc(O)c1 (stereo not drawn)	5%
O=C(Nc1nc2ccc(F)cc2s1)c1nc(S(=O)(=O)Cc2ccccc2F)ncc1Cl	6%
Brc1ccc2nc(-c3ccco3)c(Cc3ccsc3)n2c1	?
C[C@@H]1CN([C@H](C)CO)C(=O)CCCn2nncc2CO[C@@H]1CN(C)C(=O)c1cc(-c2ccccc2)on1	3%
Cc1ccc2ncc3c(-c4ccc(F)cc4)nn(CC(=O)Nc4ccccc4C)c3c2c1	-2%
Cc1ccc(NC(=O)CN2C(=O)COc3ccc(S(=O)(=O)NC4CCCC4)cc32)cc1N(C)C	-4%
COc1ccc(C(C)NC(=O)CN(c2cc(OC)ccc2OC)S(=O)(=O)c2ccccc2)cc1 (stereo not drawn)	-24%
Cc1ccc(OCC(=O)Nc2cccc(OCc3cc(=O)n4ccccc4n3)c2)cc1C	-6%
COc1ccccc1N1CCN(c2ncnc3c2cnn3-c2cccc(Cl)c2)CC1	2%
Cc1cc2c(=Cc3ccc(N(C)C)cc3)c3ccccc3n2[n+]1C	-19%
CCCCCCN1C[C@H](n2cc(C3CC3)nn2)[C@@H](O)C[C@@H]1c1ccccc1	-6%
Additional results follow:
SMILES	Tb PYK inh
COc1ccc(N2CC(C(=O)N3CCN(S(=O)(=O)c4ccc(F)c(F)c4)CC3)CC2=O)c(OC)c1 (stereo not drawn)	-3%
O=C(Nc1ccccc1)N(Cc1cccs1)c1ccc(Cl)cc1	-1%
CC(C)CCn1c(Oc2ccccc2F)nc2c1c(=O)n(C)c(=O)n2C	-7%
CCOc1ccc(C(=O)Nc2ccc(OCc3cc(=O)n4cccc(C)c4n3)cc2)cc1	-2%
O=C(NCc1ccc(Cl)cc1)C(=O)NCC(c1cccs1)S(=O)(=O)c1cccs1 (stereo not drawn)	-7%
CC(=O)c1ccc2c3c(ccc([N+](=O)[O-])c13)CC2	4%
COc1ccccc1CNc1ccc(-c2nc(C(C)C)no2)cc1[N+](=O)[O-]	2%
COc1cc(C(=O)N2CCCCC2c2cc(C(=O)NCc3cccnc3)no2)cc(OC)c1C (stereo not drawn)	1%
CCC(C(=O)NC(=O)NC(C)=O)c1ccccc1 (stereo not drawn)	-9%
Cc1ccc(CNC(=O)c2ccc(Cn3c(SCc4ccccc4F)nc4cccnc43)cc2)cc1	4%
COC(=O)c1cc2sccc2n1Cc1nc(-c2ccc(C)cc2)oc1C	-7%
CCOc1ccc(-c2noc(-c3csc([C@@H]4O[C@H](CO)[C@H](O)[C@H](O)[C@H]4O)n3)n2)cc1	-8%
NC(COCc1ccccc1)c1csc(NC(=O)Nc2cccc(C(F)(F)F)c2)n1 (stereo not drawn)	-9%
Cc1cc(C)n(C(C)CC(=O)NCc2ccc(Cl)cc2)n1 (stereo not drawn)	-2%
CC1CCN(C(=O)Cn2cc(SCC(=O)NCc3ccc(F)cc3)c3ccccc32)CC1	-4%
COc1ccccc1CNc1nc(-c2ccccc2CO)c2sccc2n1	1%
CCOc1ccc(CCNC(=O)c2cc3cc4ccc(OC)cc4nc3s2)cc1OCC	2%
CC(=O)c1cccc(OC(=O)c2ccccc2)c1	0%
Cc1ccc(CCNC(=O)c2ccc(CNS(=O)(=O)c3ccc(F)cc3)cc2)cc1	-2%
CCCCN(C(=O)c1ccc(N(C)S(=O)(=O)c2ccc(C)cc2)cc1)c1c(N)n(CC(C)C)c(=O)[nH]c1=O	-8%
CCN(CC)c1ccc2cc(-c3nnc(-c4cccc(Cl)c4)o3)c(=O)oc2c1	-6%
CCOc1ccc(OCC)c(NC(=O)c2ccc(-c3ccccc3)s2)c1	1%
Cc1cccc(C)c1-n1nnnc1C1(C)CCC(=O)N1Cc1cccnc1 (stereo not drawn)	5%
Cc1ccccc1C(=O)N1CCCCC1CCN1CCCCC1 (stereo not drawn)	0%
C[C@@H]1CN([C@@H](C)CO)C(=O)CCCn2cc(nn2)CO[C@H]1CN(C)C(=O)CCCN(C)C	1%
Next section.
SMILES	Tb PYK inh
CCc1nc2ccc(C(=O)Nc3ccc(NC(C)=O)cc3)cn2c1N(CCC(C)C)CCN(C)C	-6%
COc1ccc(C2CC=C(C(C)=O)CN2S(=O)(=O)c2ccc(C)cc2)cc1 (stereo not drawn)	3%
CC(C)(C)n1nnnc1C(c1ccccc1)N1CCN(C(=O)c2ccco2)CC1 (stereo not drawn)	6%
Cc1ccc(C(=O)Nc2nc(C(N)C(C)C)cs2)cc1 (stereo not drawn)	-1%
O=C(CCCn1c(=O)c2ccccc2n(CC(=O)Nc2cccc(Cl)c2)c1=O)NCc1ccc2c(c1)OCO2	-4%
Cc1oc(-c2ccccc2Cl)nc1Cn1c(SCc2cccc(F)c2)nc2cccnc21	5%
COc1cc(C2C=C(C(=O)O)Nc3ncnn32)ccc1O (stereo not drawn)	4%
Cc1cn2c(=O)cc(COC(=O)c3cccc(NC(=O)c4ccc(C(C)(C)C)cc4)c3)nc2s1	4%
CC1CC2(C)C(=CC1=O)CCC1C2C(O)CC2(C)C1CCC2(O)C(=O)CO (stereo not drawn)	0%
Nc1cc(=O)nc(SCC(=O)Nc2ccc(F)cc2)n1-c1cccc(Cl)c1	-12%
COc1ccc(NC(=O)c2c(NC(=O)COc3ccc(Cl)cc3)sc3c2CCCCC3)cc1	2%
Cc1ccc(O)c(CN2CCC3CCC(C3)C2)c1 (stereo not drawn)	2%
Cc1cc(C)c(NC(=O)C2CCN(c3nc4ccccc4n4cccc34)CC2)c(C)c1	1%
